CHT block: inhibits the human high affinity choline transporter. Q9GZV3. CHT-expressing cells, membrane potential dye, choline response; active compounds read low. B-score at 10 µM. 310,000 compounds, 0.86% hits;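 active = B-score over 3 SD under the library average, and starting fluorescence ratio not unusually high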;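 also: choline stimulus applied at its EC90 after an EC20 pre-addition; B-score computed on integrated fluorescence ratio after choline addition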
Target sequence (Q9GZV3 whole entry, looked up): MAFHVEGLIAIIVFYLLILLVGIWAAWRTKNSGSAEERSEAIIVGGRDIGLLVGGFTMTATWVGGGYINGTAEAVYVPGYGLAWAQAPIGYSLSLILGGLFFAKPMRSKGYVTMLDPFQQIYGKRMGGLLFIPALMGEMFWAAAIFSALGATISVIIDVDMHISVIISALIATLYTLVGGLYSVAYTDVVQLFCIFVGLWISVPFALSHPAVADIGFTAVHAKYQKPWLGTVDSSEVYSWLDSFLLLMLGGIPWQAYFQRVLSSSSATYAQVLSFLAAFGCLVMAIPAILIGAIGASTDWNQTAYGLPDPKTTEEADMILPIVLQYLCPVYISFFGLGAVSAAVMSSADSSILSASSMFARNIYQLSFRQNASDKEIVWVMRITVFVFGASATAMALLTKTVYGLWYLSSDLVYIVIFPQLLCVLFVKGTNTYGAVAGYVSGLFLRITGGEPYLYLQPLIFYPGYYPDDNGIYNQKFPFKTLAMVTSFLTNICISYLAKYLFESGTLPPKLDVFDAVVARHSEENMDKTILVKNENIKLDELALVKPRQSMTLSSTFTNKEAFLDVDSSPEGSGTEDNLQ
CHT allo act: allosteric activators of human choline transporter CHT | CHT-expressing cells, membrane potential dye, choline EC20; active compounds read high; LV-AA mutant CHT in HEK293 cells | AID 488977 | 310,000 compounds, 0.49% hits | B-score at 10 µM;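 active = initial fluorescence not abnormally high and integrated response B-score, plate-corrected, over 3 SD above library mean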
STK33 kinase inh: inhibitors of human STK33 kinase. Q9BYT3. purified STK33, MBP phosphorylation, ADP-Glo luminescence. inhibition, % at 10 µM. 320,000 compounds, 0.073% hits. AID 2661;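 active = inhibition at or above 25%, using the most active replicate where run in duplicate; inactive = inhibition below 25%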
Active calls of the source: *; i = inactive; x = not tested or not shown.

SMILES,CHT block,CHT allo act,STK33 kinase inh
CC(=O)N1CCN(CC(=O)Nc2ccc(C)c(S(=O)(=O)N(C)C)c2)CC1,i,i,x
COc1ccc(CC(=O)Nc2cc(S(=O)(=O)N3CCCCC3)ccc2C)cc1OC,i,i,-0.6
COc1ccc(CC(=O)N/N=C(\C)c2ccc(Br)s2)cc1,i,i,0.0
C#CCOCCOCCOCCNc1nc(N2CCN(C(=O)CCCCCCCCCCNC(=O)[C@H]([C@@H](C)CC)n3cc(CCCCN=C(N)N)nn3)CC2)nc(N2CCN(C(=O)CCCCCCCCCCNC(=O)[C@H](CCCCN)n3cc(C[C@@H](C)CC)nn3)CC2)n1,i,i,29.6*
CC(=O)Nc1ccc(NC(=O)C(C)OC(=O)c2ccccc2NS(=O)(=O)c2cccs2)cc1 (stereo not given),i,i,0.5
COc1ccc(C(=O)NCCSCc2ccccc2Cl)cc1OC,i,i,-0.9
CN(C)c1oc(COc2ccc(F)cc2)nc1C#N,i,i,-1.3
COc1ccc(CC(=O)OCC(=O)Nc2ccc3c(c2)OCO3)cc1,i,i,-1.3
CCOCCCNC(=O)c1ccc2c(c1)N(Cc1ccccc1)C(=O)CS2=O (stereo not given),i,i,-0.1
CCOC(=O)c1c(/N=C/c2ccc(O)cc2O)sc2c1CCC2,i,i,0.1
COc1ccccc1CCNC(=O)CCSc1nc(-c2ccco2)cc(C(F)(F)F)n1,i,i,-0.8
Oc1ccc(/C=N/n2c(COc3ccccc3)n[nH]c2=S)c(O)c1,i,i,9.3
CCOC(=O)N1CCN(c2cc(=O)n(-c3ccc(Br)cc3)c(=O)[nH]2)CC1,i,i,-1.8
O=C(NCc1ccccc1Cl)C1CCN(c2cnccn2)CC1,i,i,0.6
CCNc1nc(Oc2ccc(C(=O)OC)cc2)nc(N2CCOCC2)n1,i,i,-4.9
CCCCn1c(=O)[nH]c(=O)c2c1nc(CN1C(=O)c3ccccc3S1(=O)=O)n2CCC,i,i,0.5
CC(=O)c1ccc(OCc2cc(C(=O)N3CCN4CCCC4C3)no2)cc1 (stereo not given),i,i,-1.1
COCC(C)n1c(C)cc(C(=O)CSc2nc(C)c(C)c(C)n2)c1C (stereo not given),i,i,-3.3
O=C(Nc1ccc2c(c1)CCC2)c1cnc(Cl)c(Cl)c1,i,i,-0.5
Cn1c(SCC(=O)N2CCCC2)nc2ccccc21,i,i,3.9
COc1ccc(C(OC(=O)c2ccco2)C(=O)NC2CCCCC2)cc1 (stereo not given),i,i,-2.0
CC(C)CCn1c(SCC(=O)c2ccccc2)nc2c1c(=O)[nH]c(=O)n2C,i,i,-0.6
COc1cc(OC)nc(NC(=O)NS(=O)(=O)c2ccccc2Cl)n1,i,i,-0.7
CCOc1ccc(C(=O)Nc2ccc3c(c2)OCCO3)cc1[N+](=O)[O-],i,i,-0.3
Cc1ccc(NC(=O)NC2(C(=O)NCc3ccccc3)CCCCC2)cc1,i,i,-1.3
Cc1ccc(S(=O)(=O)N(C)C)cc1NC(=O)COC(=O)C1CC1,i,i,x
Cc1ccc(C(CNC(=O)Nc2ccc(Cl)cc2)N2CCN(C)CC2)cc1 (stereo not given),i,i,-0.9
NNC(=S)NCc1ccc2c(c1)OCO2,i,i,-1.2
CCOC(=O)CNC(=O)CNC(=O)c1nn(-c2ccc(OC)c(OC)c2)c(=O)c2ccccc12,i,i,-0.4
Cc1cccc(-c2cc(C(=O)NCc3ccccn3)c3ccccc3n2)c1,i,i,0.7
COc1cccc(/C=N/Nc2nc3ccccc3[nH]2)c1OC,i,i,1.4
O=[N+]([O-])c1cc(-c2ccc(/C=N/c3nc4ccccn4c3-c3ccco3)o2)ccc1Cl,i,i,-0.8

For convenience, some entries already given:
SMILES,CHT block,CHT allo act,STK33 kinase inh
Cc1ccc(NC(=O)NC2(C(=O)NCc3ccccc3)CCCCC2)cc1,i,i,-1.3
Cc1ccc(S(=O)(=O)N(C)C)cc1NC(=O)COC(=O)C1CC1,i,i,x
Cc1ccc(C(CNC(=O)Nc2ccc(Cl)cc2)N2CCN(C)CC2)cc1 (stereo not given),i,i,-0.9
NNC(=S)NCc1ccc2c(c1)OCO2,i,i,-1.2

Single records, as listed above. Values in the order: CHT block, CHT allo act, STK33 kinase inh
COc1cccc(/C=N/Nc2nc3ccccc3[nH]2)c1OC is listed as i, i, 1.4
O=[N+]([O-])c1cc(-c2ccc(/C=N/c3nc4ccccn4c3-c3ccco3)o2)ccc1Cl is listed as i, i, -0.8

More records:
SMILES,CHT block,CHT allo act,STK33 kinase inh
COc1ccc(C(NC(C)=O)c2nccc3cc(OC)c(OC)cc23)cc1OC (stereo not given),i,i,-4.9
O=C(CCN(NC(=O)c1ccccc1)C1=NS(=O)(=O)c2ccccc21)NC1CCCCC1,i,i,0.6
COC(=O)[C@@]1(Cc2ccc(OC)cc2)[C@H]2c3cc(C(=O)N(C)C)n(C[C@H](O)CO)c3C[C@H]2CN1C(=O)c1ccccc1,i,i,-0.7
CCC(C(=O)NCc1ccco1)n1nc(C)c2c(C)n(-c3ccccc3)nc2c1=O (stereo not given),i,i,-1.6
O=C1C(=O)N(CCS(=O)(=O)c2ccccc2)c2ccccc21,i,i,-1.6
CC1CC(C)CN(S(=O)(=O)c2ccc(C(=O)N3CCCC3)cc2)C1 (stereo not given),i,i,-0.3
COc1ccc(Cn2ccnc2SCC(=O)Nc2cccc(NC(C)=O)c2)cc1,i,i,-0.3
CC(=O)c1cc2c(cc1N/C(=N/S(=O)(=O)c1ccc(Br)cc1)c1ccccc1)OCO2,i,i,-0.5
CC(C)(C)NC(=O)CSc1nc2ccccc2n1-c1ccccc1,i,i,-1.2
Nc1ccc(S(=O)(=O)NNC(=O)C(=O)NNc2ccccc2)cc1,i,i,x
O=C(COC(=O)CSc1nnc(-c2ccc(Cl)cc2)o1)Nc1cc(Cl)cc(Cl)c1,i,i,0.8
Cc1ccc(SCC2=NN(c3nc(C)cc(C)n3)C(=O)C2)cc1,-6.46*,i,-2.9
Cc1ccc(OCC(=O)NNC(=S)NC(=O)C(C)(C)C)c(Br)c1,-10.1*,i,0.2
CSc1ccc(-c2nc3cnccn3c2Nc2ccc3c(c2)OCO3)cc1,i,i,0.2
CC(=O)N(C)c1cccc([N+](=O)[O-])c1,i,i,-0.4
Cc1ccc(S(=O)(=O)Nc2cc(=O)[nH]c(SCC(=O)Nc3cccc(C)c3)n2)cc1,i,i,-0.2
CCN(c1ccccc1)S(=O)(=O)c1nnc(NC(=O)C(C)(C)C)s1,i,i,0.4
COC(=O)c1ccc(NC(=O)c2cccnc2)cc1,i,i,0.4
Cc1[nH][nH]c(=O)c1C(c1cc2c(cc1Br)OCO2)c1c(C)[nH][nH]c1=O,i,i,0.3
CCOC(=O)C1C(=O)CC(C)(O)C(C(=O)OCC)C1c1ccc(Br)cc1 (stereo not given),i,i,0.5
COc1ccc(CN2CCN(c3ncccn3)CC2)c(OC)c1,i,i,-0.5
O=c1[nH]cccc1-c1nc2cc(Cl)ccc2n1Cc1ccccc1,i,i,-2.0
COc1ccccc1NC(=S)NC(=O)c1c(-c2ccccc2Cl)noc1C,i,i,-0.5
Cc1ccc(-c2cn3c(=S)[nH]nc3s2)cc1,i,i,0.0

Marked active in CHT block (from the list above):
| Molecule | CHT block | STK33 kinase inh |
| --- | --- | --- |
| Cc1ccc(SCC2=NN(c3nc(C)cc(C)n3)C(=O)C2)cc1 | -6.46* | -2.9 |
| Cc1ccc(OCC(=O)NNC(=S)NC(=O)C(C)(C)C)c(Br)c1 | -10.1* | 0.2 |

(further entries)
SMILES,CHT block,CHT allo act,STK33 kinase inh
COc1cc(C(=O)OC2CCOC2=O)cc(Cl)c1OC (stereo not given),i,i,-0.7
CCc1ccc([C@@H]2CC=C(C(=O)O)[C@H](c3cccc(Cl)c3)N2S(=O)(=O)c2ccc(C)cc2)cc1,i,i,0.0
CCOc1ccc(C(C(=O)NC2CCCC2)N(C(=O)CNC(=O)c2ccco2)c2cccnc2)cc1 (stereo not given),i,i,-0.6
O=C(CSc1nnnn1-c1ccccc1F)Nc1nc2ccccc2s1,i,i,-2.1
c1ccc(OCc2nnc3sc(C4COc5ccccc5O4)nn23)cc1 (stereo not given),i,i,-1.5
CN(C)n1cccc1/C=C(\C#N)S(=O)(=O)c1cccc(Cl)c1,i,i,-1.7
COC(=O)c1ccc(/C=C/c2c(-c3ccc(OC)cc3)oc3ccc(N4CCOCC4)cc23)cc1,i,i,-1.0
Cc1cc(C)c2oc(C(=O)N3CCN(Cc4ccccc4)CC3)cc(=O)c2c1,i,i,0.9
COc1ccccc1C(=O)NCC(=O)NCCc1ccc(Cl)cc1,i,i,-1.6
COc1ccc(C(NCC(=O)Nc2c(C)cccc2C)c2ccccc2)cc1 (stereo not given),i,i,-1.6
NC(=O)CSc1nc2scc(-c3ccco3)c2c(=O)n1-c1ccccc1,i,i,0.7
O=C(NCc1ccc2c(c1)OCO2)c1cc(-c2ccccc2Cl)on1,i,i,-1.2
COc1ccccc1P(=O)(c1ccccc1)c1ccccc1NC(C)=O (stereo not given),i,i,0.0
O=C(Oc1cccc([N+](=O)[O-])c1)C1CCN(C(=O)c2ccc(F)cc2)CC1,i,i,-1.2
CCC(C)c1ccc(NC(=O)c2cccs2)cc1 (stereo not given),i,i,4.8
O=C(c1cc2cc(Br)ccc2o1)N1CCN(c2ccccc2)CC1,i,i,-7.3
O=C(NC1CCN(C(=S)NCc2ccco2)CC1)c1cccc(F)c1,i,i,-1.6
O=S1(=O)[C@H]2C[C@@H]3C=C[C@@]2(CN1Cc1cccc(Cl)c1)O3,i,i,-0.4
CC(=O)Nc1ccc(Nc2nc(C)cc(C)n2)cc1,i,i,-1.1
NS(=O)(=O)c1ccc(CCNc2nc(CN3CCOCC3)nc3sc4c(c23)CCC4)cc1,i,i,-1.5
CCCN(C(=O)CSc1nnc(-c2ccoc2C)n1N)C1CCS(=O)(=O)C1 (stereo not given),i,i,-0.4
Cc1ccc(C(=O)N/N=C/c2cccc3ccccc23)cn1,i,i,1.4
C[C@@H](NC(=O)[C@@H]1Cc2ccccc2CN1)C(=O)NC1CCCC1,i,i,-1.3
COc1ccc(Cl)cc1C(=O)NCCN(C)C,i,i,-1.5
CN(C)S(=O)(=O)c1ccc(N2CCCC2)c(C(=O)NNC(=O)c2ccc(Br)cc2)c1,i,i,0.0
COCCNC(=O)c1cc2c(=O)n(C)c3ccccc3c2n1C,i,i,1.0
Nc1nc(Nc2ccc(Cl)cc2Cl)nc(C(F)(F)F)n1,i,i,-2.7
Brc1cc2c(cc1CSc1ncccn1)OCO2,i,i,0.8
Cc1cc(N(C)Cc2ccccc2)nc2cc(O)ccc12,i,i,4.5
CN1CCN(C(=O)C2=C[C@H](c3coc4ccccc4c3=O)C[C@H](OCCCCO)O2)CC1,i,i,0.2
CC(=O)c1cccc(CN2CCCC(CCC(=O)NCc3ccccc3F)C2)c1 (stereo not given),i,i,-0.6
c1csc(Cn2nnnc2CN2CCN(c3nc4ccccc4s3)CC2)c1,i,i,-2.2
Cc1onc(-c2ccccc2)c1C(=O)N1CCCSC1=Nc1ccccc1,i,i,0.2
COc1ccc(-c2c(C)nn(-c3ccccc3)c2N)cc1OC,i,i,0.8
CCCC(=O)Nc1nn(CC(C)C)c2nc3cc(C)ccc3cc12,i,i,-1.6
CCCN(C(=O)c1cn(CC)c2nc(C)ccc2c1=O)c1c(N)n(Cc2ccccc2)c(=O)[nH]c1=O,-5.29*,i,0.5
CCCCOc1ncnc2c1[nH]c1ccc(C)cc12,i,i,-0.6
NC1=C([N+](=O)[O-])C(c2ccccc2)C2=C(CCCC2=O)O1 (stereo not given),i,i,-1.0
CC(=O)NCc1ccc(-c2csc(N)n2)s1,i,i,-1.7
CCc1c(C)nc2c(-c3ccccc3OC)c(C)[nH]n2c1=O,i,i,-1.3
CN(C(=O)CSC1=NCCS1)c1ccccc1,i,i,-9.6
CN(Cc1ccccc1)c1ncnc2ccc(Br)cc12,i,i,8.9
Fc1ccc(Cn2nnc3ccccc32)cc1,i,i,-1.6
NC(=O)c1sc2nc3c(c(-c4ccco4)c2c1N)CCCC3,i,i,10.8
COc1ccc(N2C(=O)CCC(C(=O)N3CCCCC3)C2c2ccc(F)cc2)cc1 (stereo not given),i,i,-2.2
O=C(Nc1cccc(-n2cnnn2)c1)c1ccc(OC(F)(F)F)cc1,i,i,-0.4
O=C(NNC(=S)Nc1ccc(Cl)cc1)c1ccccc1OC(F)F,-5.4*,i,-0.7
CO/N=C/c1c(-c2ccccc2)nn(C)c1Cl,i,i,-1.3
CCc1cccc(CC)c1NC(=S)N1CCn2cccc2C1c1ccncc1 (stereo not given),i,i,-2.0
COc1ccccc1CNC(=O)Cn1nnc(-c2ccncc2)n1,i,i,-0.7
CCCn1cc(S(=O)(=O)c2ccc(C)cc2)c(=O)c2cc(OCC)ccc21,i,i,-0.3
O=S1(=O)c2ccccc2N=NN1Cc1ccc(Cl)cc1,i,i,-0.2
CC1=C(C(=O)OC2CCCCC2)C(c2ccccc2F)NC(=O)N1 (stereo not given),i,i,-1.9
CC(C)c1nnc(NC(=O)CCC(=O)N2CCN(Cc3ccc(F)cc3)CC2)s1,i,i,-1.8
